Assay outcomes as filed in PubChem.
Yp Topo-I inh = Y. pestis Topo-I inhibition via cleavage products. activity, % at 10 µM. AID 504884. Y. pestis Topo-I cleavage product accumulation, plate reader. 360,000 tested, 0.064% active; in the data active = activity above about 50%, passing the limit was not always enough; also: inactives centre near 2
VHR inh abs = DUSP3 (human) phosphatase inhibition | inhibition, % at 13.3 µM | P51452 | recombinant VHR phosphatase, pNPP absorbance | 290,000 tested, 0.52% active | AID 1654; in the data active = inhibition above about 50%; also: some compounds called inactive have numbers as strong as hits
Anthrax LF inh2 = inhibitors of Bacillus anthracis lethal factor protease; P15917; multiplex microsphere protease cleavage assay, LF; inhibition, % at 10 µM; 360,000 tested, 0.12% active; in the data active = inhibition above about 30%; also: plate controls were buffer without enzyme for full effect and enzyme alone for no effect
SSB-PriA inh = blocks PriA binding to SSB C-terminal tail | AlphaScreen SSBct-PriA binding, biotinylated peptide | inhibition, % at 33 µM | 430,000 tested, 0.6% active; in the data active = inhibition mostly above about 37%, no sharp cut-off; inactive = mostly below about 20%;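 also: plate controls were negative control peptide for no effect and reference peptide for full effect; strong numbers were not always called active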
TcdB inh = TcdB glycohydrolase inhibition | inhibition, % at 9.99 µM | 350,000 tested, 0.24% active | TcdB glycohydrolase enzymatic assay, plate reader | P18177 | AID 652162; in the data active = inhibition above about 10%
PfHsp40 rescue = rescue of PfHsp40-mediated yeast toxicity | growth rescue, % at 12.5 µM | S. cerevisiae expressing PfHsp40, growth rescue, ATP luminescence | 340,000 tested, 0.68% active; in the data active = growth rescue above about 28%, passing the limit was not always enough;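 also: yeast W303a lacking pdr1 and pdr3 grown in galactose medium; growth measured after three days at 30 °C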
MazEF act = increases E. coli MazEF RNase cleavage of RNA; FAM/BHQ RNA-DNA oligo cleavage fluorescence, 5 h; activation, % at 20 µM; 350,000 tested, 0.32% active; in the data active = activation above about 50%
Rv3671c inh = Rv3671c (M. tuberculosis) protease inhibition | inhibition, % at 5.96 µM | P9WHR9 | 320,000 tested, 0.048% active; in the data active = inhibition above about 38%;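 also: extracellular domain of Rv3671c used as enzyme; 0% = enzyme with DMSO and 100% = no enzyme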
Vc quorum ag = induces V. cholerae light production without autoinducers; V. cholerae BH1578 lux reporter, luminescence, 6 h; activation, % at 18.7 µM; 350,000 tested, 0.16% active; in the data active = activation mostly above about 9.7%, no sharp cut-off; also: not every result past the cut was called active; inactives centre near 0; reference of the scale not given here
3CLpro inhibitor = SARS-CoV 3CLpro protease inhibition. P0C6X7. recombinant SARS-CoV 3CLpro, quenched FRET peptide cleavage. inhibition, % at 6 µM. 290,000 tested, 0.14% active. AID 1706; in the data active = inhibition above about 12%
Starred values were filed as active, the others as inactive; & = joins results of further samples. Only part of the results is shown; the hit share may differ from the screen's.

What do the screens show for `COc1ccccc1NC(=O)c1cccc(S(=O)(=O)N2CCOCC2)c1`?
Yp Topo-I inh: -1; VHR inh abs: 30; Anthrax LF inh2: 1; SSB-PriA inh: -5; PfHsp40 rescue: -0.2; MazEF act: -1; Rv3671c inh: 0; Vc quorum ag: inactive; 3CLpro inhibitor: -1

What do the screens show for `CCCCNC(=O)C1(C)CCN1C(=O)Cc1cccc2ccccc12` (stereo not drawn)?
Yp Topo-I inh: 2; Anthrax LF inh2: -2; TcdB inh: 0.6; Vc quorum ag: -0.5

What do the screens show for `COc1ccc(CNC(=O)CN(c2cccc(OC)c2)S(C)(=O)=O)cc1`?
Yp Topo-I inh: 1; VHR inh abs: 18; Anthrax LF inh2: -4; SSB-PriA inh: -16; TcdB inh: 1.6; PfHsp40 rescue: -0.1; MazEF act: -12; Rv3671c inh: -11; Vc quorum ag: inactive; 3CLpro inhibitor: 5

Results for CC(=O)Nc1ccc(S(=O)(=O)Nc2cccc(-c3nc4cc(C)ccc4o3)c2)cc1 ?
Yp Topo-I inh: 2; Anthrax LF inh2: -1; SSB-PriA inh: -11; TcdB inh: 1.3; PfHsp40 rescue: 1.8; MazEF act: 6; Rv3671c inh: -6; Vc quorum ag: inactive

How did Cc1cn(CC(=O)NCCCc2ccccc2)c(=O)[nH]c1=O do in these assays?
Yp Topo-I inh: -1; Anthrax LF inh2: -1; SSB-PriA inh: -6; TcdB inh: 0.5; PfHsp40 rescue: 0.3; MazEF act: 8; Vc quorum ag: -0.2

What do the screens show for `Cn1nc(C(=O)NCc2cccs2)c2ccccc2c1=O`?
Yp Topo-I inh: 2; VHR inh abs: 2; Anthrax LF inh2: 0; SSB-PriA inh: -10; TcdB inh: 1.1; PfHsp40 rescue: 0.2; MazEF act: 6; Rv3671c inh: 3; Vc quorum ag: inactive; 3CLpro inhibitor: -2

How did CC(C)CCn1nnnc1C(c1ccccc1)N1CCC(C(N)=O)CC1 (stereo not drawn) do in these assays?
Yp Topo-I inh: -9; VHR inh abs: 14; Anthrax LF inh2: -3; SSB-PriA inh: -19; PfHsp40 rescue: -0.8; MazEF act: -3; Rv3671c inh: -6; Vc quorum ag: inactive; 3CLpro inhibitor: 0

What do the screens show for `Cc1nnc(NC(=O)C(C)Oc2ccc3c(C)cc(=O)oc3c2)s1` (stereo not drawn)?
Yp Topo-I inh: 4; VHR inh abs: 24; Anthrax LF inh2: 4; SSB-PriA inh: -17; PfHsp40 rescue: 1.0; MazEF act: 5; Rv3671c inh: -4; Vc quorum ag: -0.3; 3CLpro inhibitor: -7

What do the screens show for `C/C(CC(=O)Nc1cccc(Cl)c1Cl)=N\NC(=O)c1ccccc1C`?
Yp Topo-I inh: -9; VHR inh abs: 15; Anthrax LF inh2: 0; TcdB inh: 0.7; PfHsp40 rescue: 0.1; MazEF act: 1; Rv3671c inh: -24; Vc quorum ag: inactive; 3CLpro inhibitor: 7

What do the screens show for `Cc1ccc2nc(-c3cccc(SC4CCCCC4)c3)c(NC3CCCCC3)n2c1`?
Yp Topo-I inh: 15; Anthrax LF inh2: -6&-8; SSB-PriA inh: -15; TcdB inh: -1.2&-0.9; PfHsp40 rescue: -2.6; MazEF act: 1; Rv3671c inh: 11; Vc quorum ag: 1.2

How did CN(C)c1nc(OCCNC(=O)Nc2ccccc2)nc(N2CCOCC2)n1 do in these assays?
Yp Topo-I inh: 5; VHR inh abs: 10; Anthrax LF inh2: 2; SSB-PriA inh: -10; PfHsp40 rescue: -0.1; MazEF act: -19; Vc quorum ag: -1.0; 3CLpro inhibitor: 0

How did Cc1cccc(N=Cc2ccccc2O)c1C do in these assays?
Yp Topo-I inh: -2; Anthrax LF inh2: 6; TcdB inh: -0.1; MazEF act: 3; Vc quorum ag: 5.3

Results for c1ccc(C(c2ccccc2)N2CCN(c3nc4ccccc4n4cnnc34)CC2)cc1 ?
VHR inh abs: 6; SSB-PriA inh: -5; MazEF act: -18; Rv3671c inh: -7; 3CLpro inhibitor: 2

How did CC1CCCC(NC(=O)CCS(=O)(=O)c2ccc3c(c2)NC(=O)CS3)C1C (stereo not drawn) do in these assays?
Yp Topo-I inh: 9; VHR inh abs: -16; Anthrax LF inh2: -1; SSB-PriA inh: -7; TcdB inh: 0.8; PfHsp40 rescue: -0.2; MazEF act: 0; Rv3671c inh: 4; Vc quorum ag: -2.6; 3CLpro inhibitor: -4

What do the screens show for `Cc1coc(C)c1C(=O)CC1(O)C(=O)N(Cc2ccccc2)c2ccccc21` (stereo not drawn)?
Yp Topo-I inh: 1; VHR inh abs: 0; Anthrax LF inh2: 2; SSB-PriA inh: 6; PfHsp40 rescue: 2.2; MazEF act: 0; Rv3671c inh: -4; Vc quorum ag: -0.3; 3CLpro inhibitor: 7

What do the screens show for `Nc1nnc(SCC(=O)c2ccc3c(c2)NC(=O)CO3)s1`?
Yp Topo-I inh: -2; VHR inh abs: 17; Anthrax LF inh2: -3; SSB-PriA inh: -16; TcdB inh: -2.2; PfHsp40 rescue: 0.5; MazEF act: 0; Rv3671c inh: 0; Vc quorum ag: -0.2; 3CLpro inhibitor: 4

How did O=C(O)c1ccc(NS(=O)(=O)/C=C/c2ccccc2)cc1 do in these assays?
Yp Topo-I inh: 0; VHR inh abs: 7; Anthrax LF inh2: 2; SSB-PriA inh: -11&-4; PfHsp40 rescue: 1.3; MazEF act: 1; Rv3671c inh: -2; Vc quorum ag: -0.9; 3CLpro inhibitor: 2

Results for Cc1cc(C)c(CSc2ncnc3nc[nH]c23)c(C)c1 ?
Yp Topo-I inh: 5; VHR inh abs: 0; Anthrax LF inh2: 3; SSB-PriA inh: 4; TcdB inh: 2.3; PfHsp40 rescue: 2.1; MazEF act: -23; Rv3671c inh: 15; Vc quorum ag: -2.7; 3CLpro inhibitor: -4

What do the screens show for `CC(C)(C)C(=O)Nc1nc(NC(=O)C(C)(C)C)nc(-c2ccccc2Cl)n1`?
Yp Topo-I inh: -7; VHR inh abs: 24; Anthrax LF inh2: -5; SSB-PriA inh: 2; TcdB inh: 1.9; PfHsp40 rescue: -0.3; MazEF act: 1; Rv3671c inh: 2; Vc quorum ag: inactive; 3CLpro inhibitor: -1

Results for CCC(=O)Nc1sc2c(c1C#N)CC(C)(CC)OC2 (stereo not drawn) ?
Yp Topo-I inh: 9; VHR inh abs: 38; Anthrax LF inh2: -3; SSB-PriA inh: -20; PfHsp40 rescue: -1.1; MazEF act: 8; Rv3671c inh: 1; Vc quorum ag: -12; 3CLpro inhibitor: 4

How did c1ccc(-c2csc(CN3CCCCC3)n2)cc1 do in these assays?
Yp Topo-I inh: 11; Anthrax LF inh2: 1; SSB-PriA inh: -4; TcdB inh: 1.7; PfHsp40 rescue: 0.5; MazEF act: 9; Vc quorum ag: inactive

How did CN1CCc2c(sc3nc(SCC(=O)N4CCOCC4)n(-c4ccc(Cl)cc4)c(=O)c23)C1 do in these assays?
Yp Topo-I inh: 3; VHR inh abs: 9; Anthrax LF inh2: 4; SSB-PriA inh: 6; TcdB inh: 1.3; PfHsp40 rescue: -0.4; MazEF act: -5; Rv3671c inh: -8; Vc quorum ag: inactive; 3CLpro inhibitor: -1

What do the screens show for `O=C(CC1SC(=Nc2ccc(O)cc2)NC1=O)Nc1ccccc1` (stereo not drawn)?
Yp Topo-I inh: 0; VHR inh abs: 14; Anthrax LF inh2: 0; SSB-PriA inh: 5; PfHsp40 rescue: 0.0; MazEF act: -6; Rv3671c inh: 6; Vc quorum ag: -4.4; 3CLpro inhibitor: 2

Results for O=C(c1ccc(Cl)cc1)N1CCN(c2ncccn2)CC1 ?
Yp Topo-I inh: 0; VHR inh abs: -2; Anthrax LF inh2: -19; SSB-PriA inh: -11; TcdB inh: 0.0; PfHsp40 rescue: -0.1; MazEF act: -1; Rv3671c inh: 5; Vc quorum ag: 1.6; 3CLpro inhibitor: -1

Results for CCCN(C(=O)c1ccco1)c1nnc(-c2cccc(C)c2)s1 ?
Yp Topo-I inh: 3; VHR inh abs: -14; Anthrax LF inh2: -1; SSB-PriA inh: -4; TcdB inh: 1.0; PfHsp40 rescue: -0.3; MazEF act: 0; Rv3671c inh: -14; Vc quorum ag: inactive; 3CLpro inhibitor: 3

What do the screens show for `CCOC(=O)c1cc2sccc2n1CCCN1C(=O)c2ccccc2C1=O`?
Yp Topo-I inh: 5; VHR inh abs: -28; Anthrax LF inh2: -3; SSB-PriA inh: -17; TcdB inh: 0.0; PfHsp40 rescue: 1.6; MazEF act: -3; Rv3671c inh: -4; Vc quorum ag: -6.7; 3CLpro inhibitor: -2

How did CC1CCN(CCCCOc2ccccc2F)CC1 do in these assays?
Yp Topo-I inh: -8; VHR inh abs: 18; Anthrax LF inh2: 2; SSB-PriA inh: 1; TcdB inh: 1.4; PfHsp40 rescue: -0.6; MazEF act: 2; Rv3671c inh: -2; Vc quorum ag: 0.5; 3CLpro inhibitor: -3

How did COC(C(=O)Nc1cccc([N+](=O)[O-])c1)c1ccccc1 (stereo not drawn) do in these assays?
Yp Topo-I inh: -5; VHR inh abs: -3; Anthrax LF inh2: -1; SSB-PriA inh: -5; TcdB inh: 1.3; PfHsp40 rescue: -2.5; MazEF act: 5; Rv3671c inh: -1; Vc quorum ag: -2.3; 3CLpro inhibitor: 0

How did COc1ccc(-c2nsc(SCC(=O)NCC3CCCO3)n2)cc1 (stereo not drawn) do in these assays?
Yp Topo-I inh: -10; VHR inh abs: 6; Anthrax LF inh2: -4; SSB-PriA inh: -29&-1; TcdB inh: 1.4; PfHsp40 rescue: -1.3; MazEF act: 14; Rv3671c inh: 10; Vc quorum ag: inactive; 3CLpro inhibitor: -1

Results for OCC[C@H]1C[C@H](O)[C@@H](O)[C@]2(CCCO2)O1 ?
Yp Topo-I inh: 12; Anthrax LF inh2: 8; SSB-PriA inh: -3; TcdB inh: 0.4; PfHsp40 rescue: -2.1; MazEF act: 0; Rv3671c inh: 2; Vc quorum ag: -0.7

What do the screens show for `CCSC1=C(C#N)C(c2ccc(C)o2)CC(=O)N1` (stereo not drawn)?
Yp Topo-I inh: 4; VHR inh abs: 9; Anthrax LF inh2: -8; SSB-PriA inh: 3; TcdB inh: 0.8; PfHsp40 rescue: 1.6; MazEF act: 9; Rv3671c inh: -5; Vc quorum ag: -2.0; 3CLpro inhibitor: 5

How did Cc1ccc(-n2ncc3c2CCCC3NC(=O)c2csnn2)cc1C (stereo not drawn) do in these assays?
Yp Topo-I inh: -4; VHR inh abs: 47; Anthrax LF inh2: 1; SSB-PriA inh: -6; TcdB inh: 2.6; PfHsp40 rescue: -0.5; MazEF act: -2; Rv3671c inh: -13; Vc quorum ag: -4.2; 3CLpro inhibitor: -1

Results for CCN(CC)CCCC(C)n1c(C)cc(C(=O)NS(=O)(=O)c2ccc(C)cc2)c1C (stereo not drawn) ?
Yp Topo-I inh: -3; Anthrax LF inh2: -5; TcdB inh: 0.9; MazEF act: 2; Vc quorum ag: inactive

What do the screens show for `O=C(NN1C(=O)/C(=C/c2ccc(O)c(O)c2)SC1=S)c1ccccc1`?
Yp Topo-I inh: -18; VHR inh abs: 18; Anthrax LF inh2: -16; SSB-PriA inh: 34; TcdB inh: -11; PfHsp40 rescue: 0.4; MazEF act: -79; Rv3671c inh: -111; Vc quorum ag: -1.7; 3CLpro inhibitor: -5
